Bioassay records deposited in PubChem BioAssay by several laboratories.
Runt-SMMHC FRET = inhibitors of human RUNX1 Runt domain binding to CBFb-SMMHC. Q01196+Q13951. Cerulean-Runt/Venus-CBFb-SMMHC FRET ratio 530/480, 1 h. inhibition, % at 20 µM. 0.74% of 220,000 active. AID 1434;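 active means mean inhibition across duplicate retests at 20 µM reaching about 50%, limit read from the data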;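 further: 0% = DMSO wells and 100% = wells with excess untagged CBFb-SMMHC; inhibitors lower the FRET ratio by blocking Runt binding to CBFb-SMMHC; some results filed as inactive read as strong as hits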
PGE2 EP2 inh = blocks the human prostaglandin E2 receptor EP2; inhibition, % at 25 µM; C6 glioma cells expressing human EP2, cAMP TR-FRET; cells stimulated with saturating PGE2; P43116; AID 1422; 0.52% of 260,000 active;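 active means percent inhibition above 40 after rounding to a whole number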;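 further: rat C6 glioma host cells with rolipram phosphodiesterase inhibitor present; the protocol text gives 20 µM as final concentration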
PERK inhibitor = inhibitors of human PERK kinase; Q9NZJ5; CHO PERK-DD fusion, SEAP luminescence translation reporter; inhibition, % at 5.6 µM; 0.17% of 220,000 active; AID 1416;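 active means inhibition above the mean inhibition of all tested compounds plus 3 SD, set separately per screening campaign, cut at about 2.9% in these data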;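 further: PERK kinase domain activated by AP20187 dimerizer at 100 nM; 0% = DMSO with dimerizer and 100% = rapamycin at 8.4 µM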
Target sequence (Q9NZJ5 whole entry, looked up, the tested form may be a part): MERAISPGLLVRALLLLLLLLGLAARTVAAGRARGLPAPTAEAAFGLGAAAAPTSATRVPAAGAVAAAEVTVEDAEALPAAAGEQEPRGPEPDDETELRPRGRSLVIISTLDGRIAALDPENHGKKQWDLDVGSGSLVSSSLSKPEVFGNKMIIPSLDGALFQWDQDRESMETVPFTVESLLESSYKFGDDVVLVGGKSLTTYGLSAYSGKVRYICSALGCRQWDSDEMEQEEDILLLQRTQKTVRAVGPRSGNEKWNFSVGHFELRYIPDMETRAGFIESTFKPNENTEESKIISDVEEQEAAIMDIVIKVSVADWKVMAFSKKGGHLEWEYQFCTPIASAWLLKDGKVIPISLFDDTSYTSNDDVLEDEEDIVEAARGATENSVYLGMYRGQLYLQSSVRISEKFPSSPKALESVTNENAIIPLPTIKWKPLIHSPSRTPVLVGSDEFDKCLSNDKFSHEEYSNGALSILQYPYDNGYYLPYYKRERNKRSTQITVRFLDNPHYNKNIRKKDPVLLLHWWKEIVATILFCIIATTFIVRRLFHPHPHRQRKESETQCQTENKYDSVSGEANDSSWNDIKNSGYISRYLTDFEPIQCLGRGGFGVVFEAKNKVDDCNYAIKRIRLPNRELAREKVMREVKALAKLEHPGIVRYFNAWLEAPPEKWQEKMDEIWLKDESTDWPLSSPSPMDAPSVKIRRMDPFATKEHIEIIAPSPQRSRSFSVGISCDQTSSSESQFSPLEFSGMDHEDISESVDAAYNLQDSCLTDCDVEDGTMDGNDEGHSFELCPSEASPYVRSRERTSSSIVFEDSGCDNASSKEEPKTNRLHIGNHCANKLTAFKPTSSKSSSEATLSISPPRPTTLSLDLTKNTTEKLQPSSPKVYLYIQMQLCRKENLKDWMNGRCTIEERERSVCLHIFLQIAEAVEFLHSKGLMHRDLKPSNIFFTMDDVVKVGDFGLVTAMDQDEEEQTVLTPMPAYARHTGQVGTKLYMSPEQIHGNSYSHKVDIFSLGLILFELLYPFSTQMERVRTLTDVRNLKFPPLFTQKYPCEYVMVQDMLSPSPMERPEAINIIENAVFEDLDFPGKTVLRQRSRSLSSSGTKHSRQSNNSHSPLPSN
zVAD death inh = blocks zVAD induced death of L929 cells; 0.38% of 220,000 active; L929 zVAD necroptosis rescue, ATP luminescence, 24 h; with zVAD 60 µM; viability rescue, % at 10 µM;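 active means activation, scaled between plate controls, above about 75%, limit read from the data; inactive means activation under that limit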;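 further: 0% = zVAD with DMSO and 100% = DMSO alone without zVAD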
Runt-CBFb FRET = Runt domain-CBFb interaction inhibition | inhibition, % at 20 µM | Q01196+Q13951 | Cerulean-Runt/Venus-CBFb FRET ratio 530/480, 1 h | 0.46% of 220,000 active;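 active means inhibition over about 50% at 20 µM in the single-dose screen, limit read from the data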;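 further: 0% = DMSO wells and 100% = excess unlabeled CBFb competitor control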
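Schedule: protein complex preformed 1 h, compound exposure 1 h, room temperature, dark; test system: Cerulean-labeled Runt domain protein; amount: 100 nM per protein; buffer or medium: Tris 50 mM pH 7.5, KCl, K2SO4, 0.01% BSA; read-out: loss of energy transfer signal; detection: FRET fluorescence; controls: 5 µM unlabeled CBFb as full-inhibition high control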
EP2 modulator = modulates human prostaglandin E2 receptor EP2 signaling | P43116 | EP2-expressing cells, cAMP HTRF FRET, PGE2 co-stimulation | induction, % at 25 µM | 0.83% of 260,000 active;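 active means compounds whose cAMP rise, as percent of the full-agonist control response, exceeds 60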;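 further: rat C6 glioma line stably carrying human EP2 under a CMV promoter; the protocol text gives 20 µM as final concentration; 100% = response of wells given 1 µM PGE2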
Hck-Nef inh = inhibitors of human Hck kinase activated by Nef. P08631. Recombinant Hck-YEEI plus Nef, Z-Lyte FRET kinase assay. inhibition, % at 20 µM. 0.68% of 220,000 active. AID 463187;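 active means Hck-Nef kinase inhibition above about 50%, limit read from the data; inactive means inhibition below that limit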;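 further: 0% = DMSO with Hck plus Nef and 100% = Hck alone without Nef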
TNF death inh = TNF-alpha cell death inhibition in Jurkat FADD-/- cells; Jurkat FADD-/- TNF necroptosis rescue, ATP luminescence, 24 h; 0 = TNF only, 100 = no-TNF cells; activation (protection from cell death), % at 10 µM; 0.068% of 220,000 active; AID 463075;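 active means activation, meaning protection from cell death, of at least 50% relative to plate controls; inactive means activation below 50%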;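 further: necroptosis triggered by 40 ng/mL TNF-alpha added together with compound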
RBBP9 inhibitor = human RBBP9 hydrolase inhibition; 0.2% of 220,000 active; inhibition, % at 7.94 µM; recombinant RBBP9, FP-Rh probe fluorescence polarization; O75884;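 active means inhibition above the campaign mean of all tested compounds plus 3 SD, cut at about 14% in these data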;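 further: plate controls were DMSO wells with RBBP9 for no effect and wells lacking RBBP9 protein for full effect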
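Test system: recombinant human RBBP9. Quantity: 2.5 µM RBBP9 dispensing solution, before mixing. Detection: FP readout at 525/598 nm. Reagent: Serine-hydrolase probe FP-Rh, 375 nM pre-mixing. Measure: % inhibition. Control set: DMSO-treated enzyme wells and wells lacking RBBP9. Buffer or medium: Tris-NaCl-Pluronic buffer, pH 8.0. Times: preincubation 30 min plus labeling 45 min at 25 °C.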
Numbers without * were called inactive; · = not tested or not shown. Only part of the results is shown; the hit share may differ from the screen's.

SMILES	Runt-SMMHC FRET	PGE2 EP2 inh	PERK inhibitor	zVAD death inh	Runt-CBFb FRET	EP2 modulator	Hck-Nef inh	TNF death inh	RBBP9 inhibitor
O=C(O)CCSc1nnc(COc2cccc3cccnc23)n1-c1ccccc1	0.3	2.2	1.5	1.2	0.8	34.9	-7.2	1.7	-4.4
Cc1ccc(S(=O)(=O)/N=C(\N)c2ccc(F)cc2)cc1	-0.6	0.0	0.0	1.9	-1.6	7.5	-15.3	0.2	4.7
Cc1nn(CCCC(=O)Nc2nccs2)c(C)c1[N+](=O)[O-]	-0.8	5.9	-0.1	6.1	-1.1	4.0	26.2	1.3	-2.8
CN(CCOc1ccccc1)CC(=O)Nc1ccc(Cl)c(S(=O)(=O)N(C)C)c1	1.2	5.2	-0.9	0.8	-1.8	-9.1	5.7	1.3	1.1
O=C(CCCl)Nc1cc(SCCO)cc([N+](=O)[O-])c1	0.4	4.5	0.0	0.0	-4.0	-0.1	-0.5	-1.2	-2.4
Cc1c(CCOC(=O)c2cc([N+](=O)[O-])cc([N+](=O)[O-])c2)sc[n+]1CC(=O)c1ccc(Br)cc1	8.6	19.8	0.3	0.4	3.6	-28.5	-11.8	-1.7	-3.1
CC(=O)c1csc(COc2cc(Cl)cc(Cl)c2)n1	-2.9	4.7	0.9	-0.4	0.2	38.0	16.2	-0.7	-3.0
C#CCSc1nc(=O)c2cccnc2n1-c1ccc(C)cc1	0.3	3.6	0.6	0.6	-0.7	-9.9	-4.3	-6.2	-5.5
CCOC(=O)c1cc(=O)n2nc(-c3ccccc3F)nc2s1	8.9	9.6	0.2	0.6	8.1	-9.9	10.0	-1.2	11.6
O=C(c1ccoc1)N1CCC2(CC1)Oc1ccc(Cl)cc1C(=O)C21CC(c2ccc(Cl)cc2)=NO1 (stereo not drawn)	-2.8	1.8	·	-0.2	-1.7	-0.4	17.6	5.7	·
CC(C)N(C(=O)C1CC(=O)OC12CCCCC2)C(C)C (stereo not drawn)	-2.2	5.9	-0.1	-1.3	2.0	6.4	11.8	-1.0	-11.2
C=CC(COCc1ccccc1)N(C(=O)OC(C)(C)C)S(=O)(=O)c1ccccc1Br (stereo not drawn)	0.0	1.8	·	0.5	0.3	23.8	26.5	1.5	·
COc1ccc(OC)c(CN(CCN2CCOCC2)C(=O)Nc2cccc(Cl)c2)c1	0.6	7.7	-0.3	0.4	-6.9	5.7	2.6	4.5	-8.8
O=C(NCc1cccs1)NC1CCCCC1	1.6	13.4	-1.0	0.1	2.3	9.0	-0.2	6.9	7.7
Cc1ccccc1-n1c(SCC(=O)NCc2cccs2)nc2ccccc2c1=O	0.9	6.0	-0.2	-0.7	1.3	12.5	2.3	1.2	-9.2
O=C(COC(=O)C1CC(=O)N(c2ccccc2)C1)c1ccccc1 (stereo not drawn)	-0.7	5.5	0.3	0.8	-0.3	22.0	18.6	2.8	-1.6
COC(=O)Cn1nc(-c2ccccc2)c2ccccc2c1=O	-1.0	4.9	0.0	-0.8	-0.6	33.3	-1.3	-1.0	0.0
Cc1ccc(C)c(NC(=O)C2CC(Cl)=CCC2C(=O)O)c1 (stereo not drawn)	2.2	2.2	0.8	-0.7	-0.5	3.9	11.3	-1.1	-7.5
CSc1ccc(C(=O)C2CCCN(S(=O)(=O)c3c(C)noc3C)C2)cc1 (stereo not drawn)	1.9	2.0	0.6	0.8	0.2	-23.3	23.7	0.8	-3.1
CN(C)S(=O)(=O)Nc1cc(F)cc(F)c1	-10.1	3.1	1.2	-0.3	0.8	37.3	-24.1	0.6	1.2
CCOC(=O)c1cnc(SC)nc1Oc1cccc(NC(=O)c2ccc(C)cc2)c1	-1.3	11.6	1.8	-0.1	-2.6	27.8	2.8	-4.5	3.5
CCC(C)N(C(=O)c1csnn1)C(C(=O)NC(C)(C)C)c1ccccc1 (stereo not drawn)	2.3	9.1	0.7	-1.0	1.7	-0.3	-26.2	1.1	-3.9
Cc1ccc(SCCN2CCN(C)CCC2=O)cc1	-1.8	10.7	·	-0.3	1.2	7.9	14.8	1.1	·
CCNC(=O)NC(=O)C(C)SCc1ccccc1C (stereo not drawn)	4.0	10.7	0.9	-0.2	1.4	-0.8	1.2	-4.0	-10.7
CC(C)(C#CCN1CCCC1)OCCC#N	1.4	13.4	2.2	0.8	-0.1	14.4	0.5	0.0	-1.4
O=C(CCc1nc2ccccc2c(=O)[nH]1)OCc1cccc(C(F)(F)F)c1	-0.9	17.0	0.8	1.4	-7.1	1.9	2.3	1.5	-10.8
CNC(=O)/C(C#N)=C\c1cc(C)n(-c2ccc(N3CCOCC3)cc2)c1C	-16.2	11.3	1.0	1.5	-0.3	-43.1	29.7	1.1	4.7
Cc1ccc(C2=[N+]([O-])C(C)(C)CC2)cc1	-0.3	9.3	0.8	0.4	2.2	7.9	0.6	0.0	-5.1
O=C1N=C(N2CCOCC2)S/C1=C/c1cccs1	-3.1	2.1	0.6	0.3	-2.9	-17.7	2.6	-2.2	-2.4
CC1CCCC(NC(=O)c2cccc(N3CCCC3=O)c2)C1C (stereo not drawn)	-1.5	5.7	-0.4	-1.1	0.8	-15.6	5.5	1.7	-7.7
CCn1c(CN2CCN(c3cccc(C)c3C)CC2)n[nH]c1=S	3.3	14.4	-0.1	·	3.2	34.4	7.4	-0.8	-11.3
CC(OC(=O)c1ccccc1NS(=O)(=O)c1cccc(N)c1)C(=O)N(C)Cc1ccccc1 (stereo not drawn)	-3.0	8.2	-0.1	0.3	1.9	-11.7	2.5	4.4	-6.7
CCc1cccc(C)c1NC(=O)CN(C)Cc1cccc(F)c1	-1.4	6.1	0.0	0.9	-1.3	-5.4	-0.4	3.6	-6.8
COc1cccc(-c2nc(CCl)cs2)c1	-0.1	4.6	1.3	-1.4	-0.6	-89.6	16.3	-7.5	-4.5
Cc1cc(-n2c(C)c3c(C)nnc(C)c3c2C)ccc1N	1.8	12.1	1.9	1.4	0.4	-16.2	0.9	1.5	-0.2
O=C(O)c1ccccc1C(=O)NCc1ccc(F)cc1	-4.7	5.5	0.5	0.9	0.8	16.5	2.0	1.8	-3.8
Cc1cc(C)c(NC(=O)c2ccoc2C)c(C)c1	-1.3	11.0	0.9	-0.5	-0.5	4.6	-10.6	-10.9	-3.0
Cc1ccc(NCN2C(=O)C3CC=CCC3C2=O)cc1 (stereo not drawn)	-0.2	4.1	1.7	-0.4	0.2	9.8	7.1	-4.1	-0.7
O=C(NCc1ccco1)c1noc2c1CCCC2	-0.5	5.6	0.5	0.9	6.2	0.9	-1.9	-4.9	-9.4
Cc1ccc(C2C=NN(c3ccccc3)C2=O)cc1 (stereo not drawn)	1.9	7.2	0.5	3.2	-2.2	-6.1	17.3	2.0	-6.5
c1ccc(COC2CCCN(Cc3nc(-c4cccs4)no3)C2)nc1 (stereo not drawn)	2.4	2.9	0.2	0.0	1.2	7.1	8.8	0.8	-2.7
COc1ccc(-c2cc3nc(C)c(CCC(=O)NCc4ccco4)c(C)n3n2)c(OC)c1	-5.6	18.4	-1.2	-0.2	-3.3	-18.9	-0.7	-1.0	-1.5
CCOC(=O)c1cccc(NC(=O)CSc2nnc(COc3ccccc3)n2CC)c1	0.0	3.9	-0.8	-0.1	-2.0	14.6	3.2	-4.4	-5.2
Cc1cc(NCCCN2CCOCC2)n2nc(C)c(-c3ccccc3)c2n1	13.6	11.8	-1.4	2.9	1.2	-17.6	-0.5	0.8	-4.9
CC(=O)Nc1sc(N)nc1-c1ccccc1	2.9	4.3	1.7	0.5	6.5	3.4	2.7	-1.4	-3.5
Clc1ccc(-c2csc(N/N=C\c3cccnc3)n2)cc1	2.7	9.8	-0.3	1.6	0.6	-39.5	11.6	0.6	-1.5
CCOC(=O)CNC(=O)CSc1nc2cccnc2n1Cc1ccccc1	-0.2	11.1	-1.2	1.1	1.0	10.9	-9.9	0.8	-6.4
Cc1oncc1-c1csc(-c2ccccc2)n1	0.6	2.3	1.1	3.5	-1.4	4.1	20.7	1.5	-9.5

Of the compounds above, these have an NH in an aromatic ring:
SMILES	Runt-SMMHC FRET	PGE2 EP2 inh	PERK inhibitor	zVAD death inh	Runt-CBFb FRET	EP2 modulator	Hck-Nef inh	TNF death inh	RBBP9 inhibitor
O=C(CCc1nc2ccccc2c(=O)[nH]1)OCc1cccc(C(F)(F)F)c1	-0.9	17.0	0.8	1.4	-7.1	1.9	2.3	1.5	-10.8
CCn1c(CN2CCN(c3cccc(C)c3C)CC2)n[nH]c1=S	3.3	14.4	-0.1	·	3.2	34.4	7.4	-0.8	-11.3

(more compounds)
SMILES	Runt-SMMHC FRET	PGE2 EP2 inh	PERK inhibitor	zVAD death inh	Runt-CBFb FRET	EP2 modulator	Hck-Nef inh	TNF death inh	RBBP9 inhibitor
O=S(=O)(NCc1ccco1)c1ccc(Cl)nc1	-1.5	1.2	0.8	0.2	-3.2	12.8	6.7	1.4	-4.0
CCN(CC)S(=O)(=O)c1cccc(C(=O)NCc2ccccc2)c1	2.8	8.7	0.6	6.2	-1.4	5.3	18.6	1.6	4.2
Cc1cc(C)nc(N2CCC(C(=O)Nc3ccc(Oc4ccccc4)cc3)CC2)n1	0.0	7.1	1.3	0.4	0.3	13.3	0.7	-0.5	-5.8
Cc1cccc(NC2=NC(=S)N(c3cccc(C(=O)O)c3)C23CCCCC3)c1	1.6	4.3	1.2	-0.8	0.7	38.0	29.4	-0.1	-2.8
Cc1c(NC(=O)COC(=O)c2ccc[nH]c2=O)c(=O)n(-c2ccccc2)n1C	-0.4	10.2	1.0	1.3	1.6	5.7	1.2	0.2	-2.8
CCOC(=O)c1c(-c2ccsc2)csc1N	-3.4	17.4	1.1	0.2	6.6	33.2	5.5	-0.8	-2.7
O=C1C=C(NCCN2CCOCC2)CC(c2ccccc2)C1 (stereo not drawn)	-2.7	-0.4	-1.0	0.3	-1.4	-12.1	4.7	1.1	0.8
CCNC(=S)N1CCN(c2ncccn2)CC1	-0.3	9.1	0.7	1.7	-3.7	1.7	0.3	0.4	-7.5

2 compounds from above, limited to TNF death inh, RBBP9 inhibitor and PGE2 EP2 inh:
| SMILES | TNF death inh | RBBP9 inhibitor | PGE2 EP2 inh |
| --- | --- | --- | --- |
| O=C(CCc1nc2ccccc2c(=O)[nH]1)OCc1cccc(C(F)(F)F)c1 | 1.5 | -10.8 | 17.0 |
| Clc1ccc(-c2csc(N/N=C\c3cccnc3)n2)cc1 | 0.6 | -1.5 | 9.8 |

Entries of single compounds as entered above. Screens in order: Runt-SMMHC FRET	PGE2 EP2 inh	PERK inhibitor	zVAD death inh	Runt-CBFb FRET	EP2 modulator	Hck-Nef inh	TNF death inh	RBBP9 inhibitor
Shown for Cc1cc(C)nc(N2CCC(C(=O)Nc3ccc(Oc4ccccc4)cc3)CC2)n1 = 0.0	7.1	1.3	0.4	0.3	13.3	0.7	-0.5	-5.8
Shown for CCNC(=S)N1CCN(c2ncccn2)CC1 = -0.3	9.1	0.7	1.7	-3.7	1.7	0.3	0.4	-7.5
